EZH2 inh – inhibitors of human EZH2/PRC2 methyltransferase; Q15910; PRC2 H3K27 methylation, DELFIA TRF, 1 h; inhibition, % at 12.5 µM; 57,000 compounds, 0.35% hits;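 active = mean inhibition of replicates at least 50% and every single replicate also reaching 50%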;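 note: dimethyl H3K27 on biotinylated H3 21-44 peptide detected by antibody; plate controls were median neutral control wells for no effect and median positive control wells for full effect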
Target sequence (Q15910 whole entry, looked up): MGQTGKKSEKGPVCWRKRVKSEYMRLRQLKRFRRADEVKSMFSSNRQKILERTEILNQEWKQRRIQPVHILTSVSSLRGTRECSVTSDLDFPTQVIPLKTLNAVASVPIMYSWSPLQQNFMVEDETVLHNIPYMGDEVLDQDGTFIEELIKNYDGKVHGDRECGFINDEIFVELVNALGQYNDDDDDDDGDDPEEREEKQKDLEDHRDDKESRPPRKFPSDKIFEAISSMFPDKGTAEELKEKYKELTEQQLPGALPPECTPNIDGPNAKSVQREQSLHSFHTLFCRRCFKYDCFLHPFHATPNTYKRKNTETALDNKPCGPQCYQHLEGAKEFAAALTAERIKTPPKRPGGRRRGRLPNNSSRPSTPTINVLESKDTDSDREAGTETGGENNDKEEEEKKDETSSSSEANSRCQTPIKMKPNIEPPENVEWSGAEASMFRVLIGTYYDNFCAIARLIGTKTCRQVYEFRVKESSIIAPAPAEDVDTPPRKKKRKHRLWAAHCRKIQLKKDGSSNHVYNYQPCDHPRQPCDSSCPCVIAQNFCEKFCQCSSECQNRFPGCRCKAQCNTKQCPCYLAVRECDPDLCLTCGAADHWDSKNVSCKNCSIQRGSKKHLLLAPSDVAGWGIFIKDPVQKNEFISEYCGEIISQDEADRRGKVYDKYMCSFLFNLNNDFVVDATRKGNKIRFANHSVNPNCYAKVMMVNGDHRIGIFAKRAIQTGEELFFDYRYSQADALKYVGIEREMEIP
IDH1 mut inh – blocks human IDH1 R132H reductase activity | inhibition, % at 10 µM | O75874 | AID 624101 | diaphorase/resazurin fluorescence, 60 min | 70,000 compounds, 0.18% hits; in the data active = inhibition above about 34%;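 note: 0% = DMSO and 100% = no enzyme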
The depositor's hits bear a star; . = no result given; & = joins results of further samples.

Below each compound – EZH2 inh | IDH1 mut inh
C[C@@H]1CN([C@H](C)CO)C(=O)c2c(c3ccccc3n2C)-c2ccccc2CO[C@H]1CN(C)C(=O)Nc1cccc(F)c1
  -16 | .
O=C(CCc1ccccc1)c1c(O)cc(O)cc1O
  . | 2.4
Cc1cc(I)cc(C)c1NC(=O)CSc1n[nH]c(-c2ccc(Cl)cc2)n1
  13 | 0.4
COc1cccc(S(=O)(=O)N(C)C[C@@H]2Oc3ncc(-c4ccccc4)cc3C(=O)N([C@H](C)CO)C[C@@H]2C)c1
  3 | .
O=C(C[C@H]1CC[C@@H](NC(=O)c2ccncc2)[C@@H](CO)O1)NCC1CC1
  -8 | 0.3
CO[C@H]1O[C@H](CO)[C@@H](OC(=O)Nc2ccccc2)[C@H](OC(=O)Nc2ccc3c(c2)OCO3)[C@H]1OC(=O)Nc1ccc2c(c1)OCO2
  -8 | .
Cc1ccccc1S(=O)(=O)N[C@H]1CC[C@H](CCn2cc(-c3ccccc3)nn2)O[C@@H]1CO
  37 | -0.1
C=CCOC(=O)[C@@H]1[C@H]2C(=O)O[C@H](c3ccccc3)[C@H](c3ccccc3)N2[C@H](c2ccc(OCCOC(=O)[C@@H]3C[C@@H]4C(=O)N[C@@H](CCCCNC(C)=O)C(=O)N4[C@@H]3c3ccc(O)cc3)cc2)[C@@]12C(=O)Nc1ccc(I)cc12
  -25 | 0.2
C[C@@H]1CN([C@@H](C)CO)C(=O)c2cc(NC(=O)CCC(F)(F)F)ccc2O[C@@H](C)CCCCO[C@H]1CN(C)Cc1ccccc1
  -2 | 3.0
COc1ccc(NC(=O)N(C)C[C@@H]2OCCCC[C@H](C)Oc3ccc(NC(=O)c4ccccc4)cc3C(=O)N([C@H](C)CO)C[C@H]2C)cc1
  . | 1.2
Fc1ccc(C(c2ccc(F)cc2)N2CCN(C/C=C/c3ccccc3)CC2)cc1
  12&9 | 0.4&0.3&-0.1
O=C(C[C@@H]1C[C@H]2c3cc(NC(=O)NC4CCCC4)ccc3O[C@H]2[C@H](CO)O1)NCCN1CCCCC1
  2 | 0.1
O=C(COc1ccc(Cl)cc1Cl)Nc1ncccn1
  -7 | -0.3
C[C@H](CO)N1C[C@H](C)[C@@H](CN(C)CC2CCCCC2)Oc2c(NS(=O)(=O)c3ccccc3)cccc2C1=O
  25 | 0.1
COCC(=O)Nc1ccc2c(c1)OC[C@@H](C)N(C(=O)COC)C[C@@H](C)[C@@H](OC)CN(C)C2=O
  -4 | 0.3
CC(C)(Oc1ccc(Cl)cc1)C(=O)NCc1ccccn1
  . | -0.7
C#CCNC(=O)C1=C[C@H](c2cn(C(C)=O)c3ccccc23)C[C@H](OCCCCO)O1
  1 | .
COc1cccc(S(=O)(=O)N(C)C[C@H]2Oc3cc(C#CCC(C)C)ccc3S(=O)(=O)N([C@@H](C)CO)C[C@@H]2C)c1
  . | 0.5
Cc1noc(C)c1S(=O)(=O)Nc1ccc2c(c1)C(=O)N([C@H](C)CO)C[C@H](C)[C@H](CN(C)C(=O)NC1CCCCC1)OCCCC[C@H](C)O2
  . | 0.8
Cc1ccc(C(=O)Oc2ccc(C(=O)CSc3nc4ccccc4o3)cc2)cc1
  0 | 0.2
C[C@@H]1CN([C@@H](C)CO)C(=O)c2cccc(NS(=O)(=O)c3ccc(F)cc3)c2O[C@@H]1CN(C)Cc1ccc2c(c1)OCO2
  5 | .
COCC(=O)N(C)C[C@@H]1Oc2cc(C#CC3CC3)ccc2S(=O)(=O)N([C@@H](C)CO)C[C@H]1C
  -18 | .
Cc1cc(NC(=O)NCCCN2CCN(C3CCCCC3)CC2)ccc1Cl
  -7 | -0.1
C[C@@H]1CN([C@@H](C)CO)C(=O)c2cc(NC(=O)Nc3ccccc3)ccc2O[C@@H](C)CCCCO[C@@H]1CN(C)C
  1 | -1.1
CC(C)CC#Cc1cnc2c(c1)C(=O)N([C@H](C)CO)C[C@H](C)[C@H](CN(C)Cc1ccccc1F)O2
  . | -1.1
C/C=C/c1cnc2c(c1)C(=O)N([C@H](C)CO)C[C@H](C)[C@@H](CN(C)Cc1cccc(C(=O)O)c1)O2
  5 | 0.0
Cc1c(Br)ccc(NC(=O)CSc2nnc(-c3ccccc3)n2-c2ccccc2)c1C
  12 | -0.8
O=C(C[C@H]1CC[C@@H](NS(=O)(=O)c2ccc(F)cc2)[C@@H](CO)O1)N1CCC(Cc2ccccc2)CC1
  -8 | 0.5
CCCNC(=O)N(C)C[C@H]1Oc2cc(-c3ccccc3F)ccc2S(=O)(=O)N([C@H](C)CO)C[C@@H]1C
  -4 | -1.0
C[C@@H]1CN([C@H](C)CO)C(=O)Cc2cc(NC(=O)CCC(F)(F)F)ccc2O[C@H]1CN(C)S(C)(=O)=O
  1 | 0.0
CCCC(=O)Nc1ccc2c(c1)C(=O)N(C)C[C@@H](OC)[C@H](C)CN(C(C)=O)[C@@H](C)CO2
  0 | 0.0
O=C(CSc1nc2ccccc2[nH]1)Nc1cccc(Cl)c1
  . | -0.3
C[C@@H]1CN([C@H](C)CO)C(=O)c2ccccc2-c2ccccc2CO[C@H]1CN(C)C(=O)Cc1ccccc1
  11 | .
C[C@@H]1CN([C@H](C)CO)C(=O)c2cc(N(C)C)ccc2O[C@@H](C)CCCCO[C@H]1CN(C)C(=O)Nc1ccc2c(c1)OCO2
  -6 | .
COc1ccc(-c2coc3c(OC)c(OC)cc(OC4OC(CO)C(O)C(O)C4OC4OCC(O)C(O)C4O)c3c2=O)cc1 (stereo not drawn)
  7 | -1.0
CN=C1S/C(=C/c2cccc(F)c2)C(=O)N1C
  -8 | 0.6
O=C(NCC[C@@H]1CC[C@@H](NC(=O)c2cccnc2)[C@@H](CO)O1)Nc1ccc(Cl)cc1
  8 | -0.1
C[C@H](CO)N1C[C@H](C)[C@@H](CN(C)Cc2ccc3c(c2)OCO3)Oc2ccc(NC(=O)Cc3ccccc3)cc2CC1=O
  -9 | 3.0
C[C@@H]1CN([C@H](C)CO)C(=O)c2cc(NS(=O)(=O)c3ccc(F)cc3)ccc2O[C@@H](C)CCCCO[C@H]1CN(C)S(=O)(=O)c1ccccc1
  . | 0.7
CC(C)NC(=O)Nc1ccc2c(c1)CC(=O)N([C@@H](C)CO)C[C@H](C)[C@@H](CN(C)Cc1ccc3c(c1)OCO3)O2
  6 | 0.3

Single records, as listed above.
C[C@@H]1CN([C@@H](C)CO)C(=O)c2cc(NC(=O)Nc3ccccc3)ccc2O[C@@H](C)CCCCO[C@@H]1CN(C)C is entered as EZH2 inh: 1; IDH1 mut inh: -1.1
C[C@@H]1CN([C@H](C)CO)C(=O)c2cc(NS(=O)(=O)c3ccc(F)cc3)ccc2O[C@@H](C)CCCCO[C@H]1CN(C)S(=O)(=O)c1ccccc1 is entered as EZH2 inh: .; IDH1 mut inh: 0.7

The list continues:
Below each compound – EZH2 inh | IDH1 mut inh
C[C@H](CO)N1C[C@H](C)[C@H](CN(C)S(=O)(=O)c2ccc(Cl)cc2)Oc2ccc(NC(=O)CCCN(C)C)cc2C1=O
  8 | 0.5
CO[C@@H]1CN(C)C(=O)c2cc(NC(=O)NC3CCCCC3)ccc2OC[C@H](C)N(C(C)=O)C[C@H]1C
  3 | 0.4
CCC(=O)N1C[C@H](C)[C@@H](OC)CN(C)C(=O)c2cc(NC(=O)c3ccccc3)ccc2OC[C@@H]1C
  -1 | 0.2
COc1cccc(S(=O)(=O)N(C)C[C@@H]2Oc3cc(C4=CCCC4)ccc3S(=O)(=O)N([C@H](C)CO)C[C@@H]2C)c1
  4 | -0.1
CCC(=NCc1ccc(C#N)cc1)c1ccccc1O
  -33 | -1.1
C[C@H](CO)N1C[C@H](C)[C@@H](CN(C)Cc2ccc(C(F)(F)F)cc2)Oc2ccc(NC(=O)CCCCCC(=O)Nc3ccccc3N)cc2CC1=O
  . | 2.8
CC(=O)c1cccc(NC(=O)CSc2nnc(-c3ccccc3Cl)n2-c2ccccc2)c1
  15 | 0.0
Cc1cc2cc(O)cc(O)c2c(=O)o1
  . | 0.0
Cc1ccc(-c2ccc3c(c2)O[C@H](CN(C)C(=O)C2CCCCC2)[C@@H](C)CN([C@H](C)CO)S3(=O)=O)cc1
  -3 | -2.8
CC(C)NC(=O)Nc1ccc2c(c1)C(=O)N([C@H](C)CO)C[C@H](C)[C@H](CN(C)C(=O)c1ccncc1)OCCCC[C@H](C)O2
  -11 | 0.5
COCC(=O)Nc1ccc2c(c1)[C@@H]1C[C@@H](CC(=O)NCC3CC3)O[C@@H](CO)[C@@H]1O2
  5 | -0.1
C[C@@H]1CN([C@@H](C)CO)C(=O)CCCn2nncc2CO[C@H]1CN(C)Cc1cccc(C(F)(F)F)c1
  -3 | -0.7
COc1ccc(/C=N/NC(=O)CCCCCC(=O)Nc2ccccc2O)cc1
  14 | .
CCOC(=O)c1ccc(COc2ccc(-c3cnc4ccccc4n3)cc2)o1
  . | 0.0
COc1cc2c(cc1NC(=O)C(C)Oc1ccc(Cl)cc1Cl)oc1ccccc12 (stereo not drawn)
  -2 | 0.4
COCC(=O)Nc1ccc2c(c1)C(=O)N(C)C[C@@H](OC)[C@@H](C)CN(Cc1cccc(F)c1)[C@@H](C)CO2
  12 | 0.2
CC(=O)Nc1cccc(NC(=O)CSc2ccccc2[N+](=O)[O-])c1
  . | 0.3
COc1ccc(-c2cnc3c(c2)C(=O)N([C@H](C)CO)C[C@H](C)[C@H](CN(C)S(=O)(=O)c2ccc(C)cc2)O3)cc1
  . | 0.1
C[C@H]1CN([C@@H](C)CO)C(=O)c2cc(NC(=O)C3CCCCC3)ccc2O[C@@H]1CN(C)Cc1ccc(C(F)(F)F)cc1
  . | 0.5
C[C@@H]1CN([C@@H](C)CO)C(=O)c2cc(NS(=O)(=O)c3cn(C)cn3)ccc2O[C@H]1CN(C)Cc1ccc(-c2ccccc2)cc1
  11 | -0.7
C[C@@H]1CN([C@H](C)CO)C(=O)c2cccc(NC(=O)C3CCOCC3)c2O[C@H]1CN(C)C(=O)Nc1cccc2ccccc12
  -4 | .
C[C@@H]1CN([C@H](C)CO)C(=O)c2cc(NC(=O)CCCN(C)C)ccc2O[C@@H]1CN(C)C(=O)Nc1ccc2c(c1)OCO2
  -2 | -0.1
O=C(N[C@@H]1CC[C@H](CCNS(=O)(=O)Cc2ccccc2)O[C@@H]1CO)c1ccccc1F
  -1 | 0.0
C[C@H](CO)N1C[C@H](C)[C@H](CN(C)C(=O)Nc2ccc3c(c2)OCO3)Oc2ccc(NC(=O)CCCN(C)C)cc2C1=O
  -6 | .
C[C@H](CO)N1C[C@H](C)[C@@H](CN(C)S(=O)(=O)c2ccc(C#N)cc2)OCc2cn(nn2)CCCC1=O
  . | -0.9
O=C(N[C@H]1CC[C@@H](CC(=O)N2CCCCC2)O[C@@H]1CO)c1cccc(F)c1
  3 | -0.3
C[C@H](CO)N1C[C@H](C)[C@H](CN(C)S(=O)(=O)c2ccccc2)Oc2c(NC(=O)c3cnccn3)cccc2C1=O
  . | 3.4
CO[C@@H]1CN(C)C(=O)c2cc(NC(=O)Nc3ccccc3)ccc2OC[C@@H](C)N(CC2CC2)C[C@H]1C
  -7 | 0.2
COc1ccc(NC(=O)N(C)C[C@H]2OCCCC[C@H](C)Oc3ccc(NC(=O)CCC(F)(F)F)cc3C(=O)N([C@H](C)CO)C[C@@H]2C)cc1
  . | 1.3
Cc1cc(CNC(=O)c2cc(-c3ccccc3)nc3ccccc23)nn1C
  . | -1.1
COc1ccc(Cl)cc1NC(=S)NCc1cc(C)n(C)n1
  -7 | 0.2
C[C@H](CO)N1C[C@H](C)[C@@H](CN(C)Cc2ccccc2C(=O)O)Oc2ncc(C3=CCCCC3)cc2C1=O
  -7 | -1.9
C[C@@H]1CN([C@@H](C)CO)C(=O)Cc2cc(NC(=O)c3ccncc3)ccc2O[C@H]1CN(C)Cc1ccc(C(F)(F)F)cc1
  -12 | 0.4
COc1ccc(S(=O)(=O)Nc2ccc3c(c2)CC(=O)N([C@H](C)CO)C[C@H](C)[C@H](CN(C)S(=O)(=O)c2ccccc2)O3)cc1
  . | 1.1
C[C@H](CO)N1C[C@H](C)[C@H](CN(C)CC2CC2)OCc2cn(nn2)CCCC1=O
  . | 1.2
C[C@H](CO)N1C[C@H](C)[C@H](CN(C)C(=O)CN(C)C)Oc2cc(C3=CCCCC3)ccc2S1(=O)=O
  -23 | .
CCCNC(=O)Nc1ccc2c(c1)OC[C@H](C)N(Cc1ccccc1)C[C@@H](C)[C@@H](OC)CN(C)C2=O
  -19 | -0.1
C[C@@H]1CN([C@H](C)CO)C(=O)c2cc(N(C)C)ccc2O[C@H]1CN(C)C(=O)Nc1cccc2ccccc12
  10 | .
COCC#Cc1cnc2c(c1)C(=O)N([C@@H](C)CO)C[C@@H](C)[C@@H](CN(C)C(=O)c1cccc(F)c1)O2
  . | -1.0
CCC(=O)N[C@@H]1C=C[C@H](CC(=O)NCc2cc(F)cc(F)c2)O[C@H]1CO
  -9 | 0.0
C=C1CC[C@H]2[C@@](C)(CCC(O)[C@@]2(C)CO)[C@@H]1CCC1=CCOC1=O (stereo partly drawn)
  . | -0.2
COC(=O)C[C@@H]1C[C@H]2c3cc(NC(=O)c4ccc5c(c4)OCO5)ccc3O[C@H]2[C@H](CO)O1
  5 | -2.1

By substructure, the compounds so far containing two or more sulfur atoms.
Below each compound – EZH2 inh | IDH1 mut inh
COc1cccc(S(=O)(=O)N(C)C[C@H]2Oc3cc(C#CCC(C)C)ccc3S(=O)(=O)N([C@@H](C)CO)C[C@@H]2C)c1
  . | 0.5
C[C@@H]1CN([C@H](C)CO)C(=O)c2cc(NS(=O)(=O)c3ccc(F)cc3)ccc2O[C@@H](C)CCCCO[C@H]1CN(C)S(=O)(=O)c1ccccc1
  . | 0.7
COc1cccc(S(=O)(=O)N(C)C[C@@H]2Oc3cc(C4=CCCC4)ccc3S(=O)(=O)N([C@H](C)CO)C[C@@H]2C)c1
  4 | -0.1
COc1ccc(S(=O)(=O)Nc2ccc3c(c2)CC(=O)N([C@H](C)CO)C[C@H](C)[C@H](CN(C)S(=O)(=O)c2ccccc2)O3)cc1
  . | 1.1

Compound activity deposited in PubChem BioAssay by Broad Institute.

The list is partial; the hit share may differ from the screen's.
